EPAC1 ag: activates human EPAC1 exchange factor; 360,000 tested, 0.073% active; Potency, µM (doses to about 154 µM), without a hit: at the highest dose activation, most hits filed as activators; EPAC1 agonist qHTS, biochemical assay; response scale: 100% = response to 6.5 mM cAMP; O95398; further: nearly all actives have a fitted effect of over 60% in size
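Nucleotide exchange by EPAC1 (100 nM) on Rap1B–BODIPY-GDP (250 nM) in the presence of 50 uM GDP is tracked fluorescently at 480/540 nm over 30 min. Signals are normalized to a 6.5 mM cAMP control.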
aSyn yeast inh: rescues yeast growth from alpha-synuclein toxicity | Potency, µM (top dose mostly 46.1 µM), without a hit: at the top dose growth rescue (activation), usual class: activators | Yeast expressing alpha-synuclein, growth rescue, BacTiter-Glo, 24 h | 370,000 tested, 0.14% active; further: % of control where 0% means no effect; nearly all actives have a fitted effect of over 65% in size
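Rescue of yeast growth: cells expressing toxic alpha-synuclein, induced in galactose at OD600 0.02, incubated with compound 24 h at 30 C. ATP luminescence quantified growth; inhibitors of toxicity appear as activators.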
FUS suppressor: rescues growth of FUS-expressing yeast | S. cerevisiae FUS-expressing, growth rescue, OD600, 24 h | Potency, µM (top dose mostly 76.6 µM), for inactives: top-dose growth rescue (activation), most hits filed as activators | 390,000 tested, 0.24% active;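 further: plate controls were DMSO vehicle for no effect and reference control for full effect; nearly all actives have a fitted effect of over 55% in size; some results filed as inactive show a strong effect at the top dose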
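Read-out: OD at 600 nm after 24hr at 30C, reporting rescue of FUS-induced yeast toxicity. Cells at OD 0.005 in galactose (2%) minimal medium; compounds tested in a dilution series; CP55940 titration from 92uM final as control.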
EPAC2 agonist: activates human EPAC2 exchange factor; EPAC2 activation, biochemical qHTS; response scale: 100% = 6.5 mM cAMP response; 360,000 tested, 0.079% active; Q8WZA2; Potency, µM (highest dose often 154 µM), for inactives: at the top dose activation, most hits filed as activators; further: nearly all actives have a fitted effect of over 50% in size
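Fluorescence exchange assay: 100 nM EPAC2 with 250 nM RAP1B-BODIPY-GDP and 50 uM GDP; compounds tested as a concentration-titration series (qHTS). Loss of Rap1-bound BODIPY-GDP fluorescence read at 480/540 nm; data normalized to 6.5 mM cAMP.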
EPAC1 antag: blocks human EPAC1 exchange factor; EPAC1 GEF assay, Rap1b-BODIPY-GDP exchange fluorescence; Potency, µM (doses to about 115 µM), inactives show at the highest dose activity change, negative = inhibition, hits mostly inhibitors; 360,000 tested, 0.14% active; AID 720709;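 further: plate controls were vehicle for no effect and positive control for full effect; nearly all actives have a fitted effect of over 50% in size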
PTHR1 ag: agonists of human PTHR1 parathyroid hormone receptor | Q03431 | 410,000 tested, 0.075% active | AID 743266 | Potency, µM (titrated, usually from 115 µM), for the others: top-dose activation, usual class: activators | HEK293 GP2 PTHR1 cells, GloSensor cAMP luminescence, 1 h; further: nearly all actives have a fitted effect of over 55% in size; some results filed as inactive show a strong effect at the top dose; inactives centre near -15; many of its hits are not listed in these tables
Target sequence (Q03431 whole entry, looked up): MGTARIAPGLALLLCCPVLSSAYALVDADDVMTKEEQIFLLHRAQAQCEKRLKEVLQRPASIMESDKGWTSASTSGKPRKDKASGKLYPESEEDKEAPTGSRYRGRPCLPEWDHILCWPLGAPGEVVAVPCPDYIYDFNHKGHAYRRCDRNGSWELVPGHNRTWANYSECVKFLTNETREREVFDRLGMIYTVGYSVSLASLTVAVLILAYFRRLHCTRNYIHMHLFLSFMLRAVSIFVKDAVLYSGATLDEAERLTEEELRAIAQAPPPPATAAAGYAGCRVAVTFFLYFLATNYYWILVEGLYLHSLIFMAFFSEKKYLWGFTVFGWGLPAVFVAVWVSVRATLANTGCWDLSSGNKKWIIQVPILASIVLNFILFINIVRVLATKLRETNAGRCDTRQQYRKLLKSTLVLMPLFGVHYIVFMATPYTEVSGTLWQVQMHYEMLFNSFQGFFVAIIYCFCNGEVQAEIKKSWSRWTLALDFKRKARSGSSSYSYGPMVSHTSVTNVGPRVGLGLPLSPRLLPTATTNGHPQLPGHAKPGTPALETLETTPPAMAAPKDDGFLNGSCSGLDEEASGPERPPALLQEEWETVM
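HEK-293-derived GP2 cells expressing PTHR1 and a GloSensor cAMP reporter, 3,000/well, plated overnight, given luciferin plus IBMX (each 0.5 mM as added) for 1 h at 37 °C, then compound for 1 h at 37 °C. Luminescence was read after 15 min at room temperature.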
EPAC2 antagonist: blocks human EPAC2 exchange factor; EPAC2 GEF exchange of Rap1B-BODIPY-GDP, fluorescence; 360,000 tested, 0.18% active; Potency, µM (doses to about 114 µM), inactives show top-dose activity, negative = inhibition, actives largely listed as inhibitors; further: on the % scale 0 is the no-effect control and ±100 the full control effect; nearly all actives have a fitted effect of over 45% in size; many of its hits are not listed in these tables
TDP-43 yeast inh: rescues yeast growth from TDP-43 toxicity. TDP-43 expressing yeast growth rescue, BacTiter-Glo, 24 h. Potency, µM (titrated, usually from 46.1 µM), inactives show at the top dose growth rescue (activation), actives largely listed as activators. 410,000 tested, 1.8% active; further: % of control where 0% means no effect; nearly all actives have a fitted effect of over 50% in size
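Yeast cells expressing TDP-43 under galactose induction are exposed to compounds for 24 hr at 30 deg C. BacTiter-Glo luminescence measures growth, so protective compounds score as activators.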
An asterisk follows results filed as active; i = inactive; ? = inconclusive; . = no result given; & = joins results of further samples; [ ] = remark or other dose. The call rests on the fitted dose curve; in most records, active means well fitted curve in the direction sought with a large enough effect; inconclusive means small, poorly fitted or top-dose-only effect, or another doubt; inactive means no such curve, though single readings can be large; an effect the other way counts as inactive or inconclusive. Potency means the concentration at half of the fitted maximal effect.

Sequence of screens: EPAC2 agonist	FUS suppressor	aSyn yeast inh	TDP-43 yeast inh	EPAC1 ag	EPAC2 antagonist	EPAC1 antag	PTHR1 ag
Cc1n[nH]c(C)c1CN(C)C(=O)C1CCC(=O)N(CC2CCCCC2)C1 (centres undefined)
 : -2%	.	-2%	-8%	6%	0%	4%	-19%
Cc1c(OCC(N)=O)ccc2c(-c3ccccc3)cc(=O)oc12
 : 3%	34%	2%	6%	4%	-2%	-1%	-1%
CC(=O)N1C(=O)N(C(C)=O)C2C1N(C(C)=O)C(=O)N2C(C)=O (centres undefined)
 : -4%	10%	2%	24%	-2%	12%	11%	-2%[57.5 µM]
COc1ccc(NC(=O)CSc2ncn[nH]2)c([N+](=O)[O-])c1
 : -8%	-1%	-2%	-12%	-1%	1%	-8%	-18%[57.5 µM]
O=C(/C=C/NCc1cccnc1)C(F)(F)C(F)(F)F
 : -1%	27%	-2%	-23%	2%	26%	16%	-18%
CCc1cc2c(=O)n(-c3ccccc3)c(=S)[nH]c2s1
 : -2%	14%	-2%	-2%	-3%	3%	-4%	-2%[57.5 µM]
Cc1ccccc1OCCC(=O)OCC(=O)NNC(=O)c1cccs1
 : 5%	-19%	-6%	14%	5%	5%	5%	14%
COc1ccc(CCN2CCCn3c2nc2c3c(=O)[nH]c(=O)n2C)cc1OC
 : -3%	3%	1%	-2%	-12%	3%	3%	-19%
CC(C)(CN=C1NS(=O)(=O)c2ccccc21)CNC(=O)CN1C(=O)c2ccccc2C1=O
 : -5%	12%	3%	-7%	-12%	-3%	11%	i
COc1ccccc1Nc1nc(N)nc(-c2cc3ccccc3o2)n1
 : -5%	20%	3%	?	-12%	5%	9%	i
Cc1cc(C(=O)CSc2nnnn2C)c(C)n1Cc1ccco1
 : 13%	3%	0%	12%	-4%	6%	6%	-21%
COc1ccc(C(=O)C2CCN(S(=O)(=O)c3ccc4c(c3)OCCO4)CC2)cc1
 : -9%	35%	2%	19%	6%	-14%	-7%	?
CC1CN(S(=O)(=O)c2ccc(C(=O)OCc3ccc(C#N)cc3)cc2)CC(C)O1 (centres undefined)
 : 15%	9%	3%	4%	5%	0%	-8%	-3%
O=C(CCn1c(=O)c2sccc2n(CC(=O)OCc2ccccc2)c1=O)NCc1ccco1
 : 4%	34%	2%	-15%	4%	-14%	-14%	-10%[57.5 µM]
CC(=O)Nc1ccc(N=Nc2ccccc2)cc1
 : 1%	.	-12%	10µM*	0%	-6%	?	-20%
COc1ccccc1N1CCN(C2CCN(C(=O)COc3ccccc3)CC2)CC1
 : -2%	1%	-3%	1%	-8%	12%	-2%	i
Cc1ccc(OCC(=O)Nc2cc(C)on2)c([N+](=O)[O-])n1
 : 0%	-16%	0%	19%[9.22 µM]	-2%	8%	-4%	i
COc1ccc(-c2[nH]c(-c3ccc4c(c3)OCO4)nc2-c2ccccc2)cc1
 : 0%	?	-18%	16µM*	12%	-3%	-3%	-38%[inhibitor]
O=C(NC(=S)NC1CCCCC1)c1ccc(Cl)cc1
 : 13%	6%	-34%[inhibitor]	?	18%	-5%	-8%	-33%[inhibitor]
NC(=O)NCc1ccccc1F
 : 5%	-2%	2%	-13%	1%	11%	-10%	i
N=c1c2c3c(sc2ncn1Cc1ccco1)CCCCC3
 : -4%	.	-6%	12%	2%	2%	0%	i
O=C(CSc1nnc(NC2CCCCC2)s1)Nc1ccc2c(c1)C(=O)c1ccccc1C2=O
 : 16%	10%	6%	22%	11%	-1%[57.1 µM]	?	-35%[inhibitor]
CC(C)[C@H](NC(=O)C1CCC(CNC(=O)[C@@H]2CCCN2C(=O)OC(C)(C)C)CC1)C(=O)O (some centres undefined)
 : 4%	9%	0%	-13%	-4%	19%	-3%	i
Cc1ccc(S(=O)(=O)n2nc(C)c(S(=O)(=O)N3CCOCC3)c2C)cc1
 : 5%	23%	9%	4%	13%	-4%	?	-8%
CN1CCN(C(=O)c2ccc(C(F)(F)F)cc2)CC1
 : 0%	-21%	-3%	6%	12%	2%	-19%	-16%
CCC1(C)SC(NC(C)=O)=NN1C(C)=O (centres undefined)
 : 7%	-10%	5%	8%	13%	-1%	4%	i
CCOC(=O)Cc1csc(NC(NC(=O)OCC)(C(=O)OCC)C(F)(F)F)n1 (centres undefined)
 : 5%	-2%	1%	2%	-2%	1%	-2%	-5%
COCCNC(=O)CN(C(=O)Cn1nnc2ccccc21)c1ccccc1
 : 10%	14%	2%	2%	2%	0%	5%	-2%
O=C(CCc1nnc(CCCCc2ccccc2)o1)NCCc1cccnc1
 : -3%	4%	-2%	-28%	-6%	20%	9%	17%
NC(=O)C1CC(=O)N(c2ccc(OCc3c(F)cccc3Cl)cc2)C1 (centres undefined)
 : 1%	24%	1%	18%	5%	-10%	1%	i

Single records (already shown). Order of screens: EPAC2 agonist, FUS suppressor, aSyn yeast inh, TDP-43 yeast inh, EPAC1 ag, EPAC2 antagonist, EPAC1 antag, PTHR1 ag
Profile of COCCNC(=O)CN(C(=O)Cn1nnc2ccccc21)c1ccccc1 : 10%, 14%, 2%, 2%, 2%, 0%, 5%, -2%
Profile of N=c1c2c3c(sc2ncn1Cc1ccco1)CCCCC3 : -4%, ., -6%, 12%, 2%, 2%, 0%, i
Profile of CCOC(=O)Cc1csc(NC(NC(=O)OCC)(C(=O)OCC)C(F)(F)F)n1 (centres undefined) : 5%, -2%, 1%, 2%, -2%, 1%, -2%, -5%

Following part
Sequence of screens: EPAC2 agonist	FUS suppressor	aSyn yeast inh	TDP-43 yeast inh	EPAC1 ag	EPAC2 antagonist	EPAC1 antag	PTHR1 ag
COc1ccc(C2NC(=O)NC(C)=C2C(=O)OC2CCC(C)CC2)cc1 (centres undefined)
 : -9%	6%	2%	1%	-9%	-14%	0%	-39%[inhibitor]
Cc1ccccc1-c1ccc(Nc2ccc(N3CCOCC3)cc2)nn1
 : -5%	?	-3%	-25%	2%	6%	9%	i
COc1ccc(-c2csc(N(CCCN(C)C)C(=O)c3ccccc3Cl)n2)cc1
 : 1%	14%	4%	-3%	-2%	-5%	-4%	i
COc1ccc(S(=O)(=O)N2CCN(Cc3cc(OC)c(O)c(OC)c3)CC2)cc1
 : 11%	3%	1%	-2%	6%	18%	2%	-13%
COc1ccc(C2=NOC(C)(c3sc(-c4ccc(Cl)cc4)nc3C)C2)cc1 (centres undefined)
 : 18%	-14%	1%	6%	0%	7%	-11%	-19%
Cc1sc2ncnc(N3CCC(C(=O)NNC(=O)c4ccccc4Cl)CC3)c2c1C
 : 7%	.	1%	-7%	-1%	5%	6%	-20%
CCOc1cccc(NC(=O)CSc2nc(C)c3c(c2C#N)CCCC3)c1
 : 2%	-3%	-1%	-22%	1%	-8%	0%	-8%
CS(=O)(=O)c1ccc(Nc2nc(C(N)c3ccccc3)cs2)cc1 (centres undefined)
 : 4%	-20%	0%	22%	1%	18%	-7%	-8%
O=C(/C=C/c1ccccc1)NCC(=O)N/N=C/c1cccs1
 : 1%	-3%	4%	27%	1%	0%	-2%	i
Cc1ccccc1NC(=O)Cn1c(=O)oc2ccccc21
 : 10%	-4%	1%	13%	5%	-4%	-7%	i
O=C(O)c1cc(=O)[nH]c2ccc(S(=O)(=O)Nc3ccc(F)cc3)cc12
 : 1%	-30%	-2%	-3%	2%	7%	19%	-29%
CC(C)C(NC(=O)c1ccccc1)C(=O)N1CCN(C/C=C/c2ccccc2)CC1 (centres undefined)
 : -2%	18%	-1%	15%	4%	-5%	8%	-25%
Cc1nc2c(c(C)nn2-c2ccccc2)c(C)c1C
 : 4%	-18%	2%	?	-3%	2%	-1%	-3%
CCOC(=O)CNS(=O)(=O)c1ccc(C(=O)O)cc1
 : -5%	-6%	-1%	2%	-8%	5%	5%	i
COc1ccc(Cl)cc1NC(=O)Cn1nnc(C(=O)NCc2ccc3c(c2)OCO3)c1N
 : -5%	4%&16%	-2%	-16%&9%	6%	-8%	-8%	-16%&-8%
O=C(Nc1cccnc1)c1ccc2c(c1)OCO2
 : -4%	7%	-18%	23%	-2%	12%	12%	-5%[57.5 µM]
CC(=O)Nc1ccc2c(c1)N(C(=O)CN(C)C)c1ccccc1CC2
 : 6%	-6%	4%	-21%	2%	2%	9%	i
CCCSc1ccc([C@H]2N[C@@](C)(C(=O)OC)[C@H]3C(=O)N(C)C(=O)[C@@H]23)cc1OC
 : -1%	0%	-6%	8%	10%	5%	9%	i
C(=C\c1nc(-c2ccncc2)no1)/c1ccccc1
 : -1%	-10%	7%	11µM*	0%	-2%	-3%	-44%[inhibitor]
COc1cc(C(=O)NNC(=O)CSc2nnc3ccccn23)cc(OC)c1OC
 : 15%	-8%	3%	2%	14%	1%	0%	-25%
COc1ccc(C(C(=O)NC2CCCC2)N(CCN(C)C)C(=O)c2snc(C(N)=O)c2N)cc1 (centres undefined)
 : -1%	14%	-1%	-7%	-2%	2%	-1%	i
COc1ccccc1C(C(C(=O)c1ccccc1)N1CCOCC1)N1CCOCC1 (centres undefined)
 : 7%	-9%	-3%	-14%	5%	-4%	-9%	-2%
Cn1ccsc1=NC(=O)c1ccc(S(C)(=O)=O)c([N+](=O)[O-])c1
 : -1%	.	-8%	-17%	8%	0%	-12%	-59%[inhibitor]
Cc1ccc(SCc2cc(=O)[nH]c(/N=C(\N)Nc3ccc(C)c(C)c3)n2)cc1
 : -3%	8%	-3%	-15%	4%	2%	2%	i
COc1ccccc1NC(=O)CN1C(=O)NC2(CCCCCCC2)C1=O
 : 2%	-17%	0%	-8%	8%	9%	3%	i
CCOC(=O)c1c(NC(=O)/C=C/c2ccc(OCC)cc2)sc2c1CCCC2
 : .	-13%	-5%	26%	.	.	.	i
CCN1CCCC1CNC(=O)C(=O)NC(C)c1ccccc1 (centres undefined)
 : -3%	-11%	3%	-1%	14%	5%	-1%	i
Cc1ccc(SCC(=O)c2ccc(CC(=O)O)s2)cc1
 : 0%	21%	17%	27%	5%	-15%	-15%	-1%
CCCCOc1ccc(C(=O)Nn2c(-c3cccs3)nc3ccccc3c2=O)cc1
 : -5%	5%	2%	-5%[0.397 µM]	2%	-4%	0%	i
Nc1cc2cccnc2cc1Cl
 : 8%	6%	2%	-15%	-7%	22%	7%	i
CC1=CC(C)(C)N(C(=O)CSc2nnc(C)s2)c2ccc(C)cc21
 : 3%	30%	6%	-15%	0%	5%	1%	-3%[57.5 µM]
O=C(Cc1ccccc1)Nc1ccc2c(c1)OC1(CCCC1)O2
 : 7%	.	-13%	?	1%	-4%	-5%	i
CSCCC(NC(=O)OCc1ccccc1)C(=O)O (centres undefined)
 : 6%	18%	-2%	1%	0%	4%	10%	-13%[57.5 µM]

Only part of the results is shown; the hit share may differ from the screen's.
